Coupling enz = counter-screen for Giardia aldolase inhibitors: coupling enzyme system | coupling enzyme system counterscreen, AmpLite Red fluorescence | activity change, negative = inhibition, % at 58.2 µM, hits read low | AID 2472 | 290,000 compounds, 0.67% hits; in the data active = activity change below about -30%; note: % is set by controls: 0 for no effect and ±100 for the full control effect
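Fluorescence at 525 nm excitation and 598 nm emission measured inhibition of the coupled detection system without aldolase. Compounds (at 57.5 uM final) were preincubated 10 min at room temperature with coupling enzyme reagent before a 20 min substrate/AmpLite Red step.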
ELG1 genotoxic = induces genotoxicity in HEK293T cells with luciferase-tagged ELG1. 330,000 compounds, 1.3% hits. HEK293T ELG1-luciferase reporter, luminescence, 16 h. Potency, µM (doses to about 46 µM), inactives show at the highest dose activity change, positive = activation, most hits filed as activators; note: potency is the fitted concentration of half-maximal effect; % of control where 0% means no effect; nearly all actives have a fitted effect of over 60% in size
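Quantitative HTS format in 1536-well plates. HEK293T ELG1-luciferase reporter cells receive test compound and are incubated 16 hr at 37 °C, 5% CO2; ONE-Glo added, 30 min room temperature, then luminescence read.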
Giardia killer = Giardia lamblia killing. Giardia lamblia trophozoite viability. activity change, % at 7.66 µM, hits read low. 340,000 compounds, 0.15% hits. AID 540267; in the data active = activity change below about -80%; inconclusive = between about -30% and that limit;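 note: parasites exposed to compound for two days anaerobically before the ATP read; % is set by controls: 0 for no effect and ±100 for the full control effect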
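Compounds were tested on trophozoites seeded at 100 cells/well and held 48 hrs at 37 deg C anaerobically. An ATP-based luminescent kit measured the remaining live cells.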
FLuc modulator = counter-screen for miR-21 project: firefly luciferase inhibitors or activators. 360,000 compounds, 6.9% hits. P08659. AID 588342. Potency, µM (titrated, usually from 57.5 µM), inactives show at the highest dose activity change, negative = inhibition, usual class: inhibitors. purified FLuc, Km substrates, luminescence inhibition;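 note: potency is the fitted concentration of half-maximal effect; plate controls were vehicle for no effect and reference inhibitor for full effect; nearly all actives have a fitted effect of over 55% in size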
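Purified P. pyralis luciferase, 10 nM final, with Km-level 10 uM D-luciferin and 10 uM ATP in 50 mM Tris acetate pH 7.5, 10 mM Mg acetate, 0.01% Tween-20, 0.05% BSA; 6-point qHTS titration about 60 µM downward; luminescence read.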
VP16 counter = Gal4-VP16 reporter inhibition counter-screen; Drosophila S2 Gal4-VP16 UAS-luciferase, luminescence, 20 h; Potency, µM (titrated, usually from 53.6 µM), without a hit: at the highest dose activity, negative = inhibition, actives largely listed as inhibitors; 310,000 compounds, 3.5% hits;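 note: Gal4-VP16 expression switched on by copper sulfate through the metallothionein promoter; potency is the fitted concentration of half-maximal effect; % is set by controls: 0 for no effect and ±100 for the full control effect; nearly all actives have a fitted effect of over 50% in size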
RORg inh = inhibitors of mouse ROR gamma transcriptional activity; Drosophila S2 Gal4-RORgamma UAS-luciferase reporter, 20 h; Potency, µM (titrated, usually from 53.6 µM), inactives show at the highest dose activity change, negative = inhibition, usual class: inhibitors; 310,000 compounds, 5.4% hits; AID 2551; note: potency is the fitted concentration of half-maximal effect; % is set by controls: 0 for no effect and ±100 for the full control effect; nearly all actives have a fitted effect of over 60% in size
Target sequence (P51450 whole entry, looked up, the tested form may be a part): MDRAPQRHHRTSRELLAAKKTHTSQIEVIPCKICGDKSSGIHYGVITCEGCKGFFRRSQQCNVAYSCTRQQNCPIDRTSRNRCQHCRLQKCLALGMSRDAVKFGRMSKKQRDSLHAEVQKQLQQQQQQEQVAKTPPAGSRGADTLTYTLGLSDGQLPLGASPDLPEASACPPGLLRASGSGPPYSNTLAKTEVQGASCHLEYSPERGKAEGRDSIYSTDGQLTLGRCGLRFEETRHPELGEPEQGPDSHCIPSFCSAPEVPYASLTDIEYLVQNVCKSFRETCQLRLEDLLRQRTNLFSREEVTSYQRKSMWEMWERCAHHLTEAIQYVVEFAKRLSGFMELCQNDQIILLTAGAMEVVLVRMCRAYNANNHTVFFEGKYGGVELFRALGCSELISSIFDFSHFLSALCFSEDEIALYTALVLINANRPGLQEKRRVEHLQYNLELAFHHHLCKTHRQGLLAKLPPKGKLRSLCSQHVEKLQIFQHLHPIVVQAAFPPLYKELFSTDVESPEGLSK
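Schneider cells (Drosophila), stable Gal4 DBD–ROR gamma + UAS-luc; 1 hr cmpd preincubation; Cu2+ induction 700 uM final; 20 hr ambient; luminescence.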
Tb PFK block = T. brucei PFK enzyme inhibition; 330,000 compounds, 0.17% hits; O15648; AID 485367; T. brucei PFK, ADP-Glo luminescence; Potency, µM (titrated, usually from 57.5 µM), for inactives: top-dose activity, negative = inhibition, actives largely listed as inhibitors;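 note: potency is the fitted concentration of half-maximal effect; 0% = uninhibited 1x PFK enzyme wells and -100% = no-enzyme wells; nearly all actives have a fitted effect of over 60% in size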
Target sequence (O15648 whole entry, looked up): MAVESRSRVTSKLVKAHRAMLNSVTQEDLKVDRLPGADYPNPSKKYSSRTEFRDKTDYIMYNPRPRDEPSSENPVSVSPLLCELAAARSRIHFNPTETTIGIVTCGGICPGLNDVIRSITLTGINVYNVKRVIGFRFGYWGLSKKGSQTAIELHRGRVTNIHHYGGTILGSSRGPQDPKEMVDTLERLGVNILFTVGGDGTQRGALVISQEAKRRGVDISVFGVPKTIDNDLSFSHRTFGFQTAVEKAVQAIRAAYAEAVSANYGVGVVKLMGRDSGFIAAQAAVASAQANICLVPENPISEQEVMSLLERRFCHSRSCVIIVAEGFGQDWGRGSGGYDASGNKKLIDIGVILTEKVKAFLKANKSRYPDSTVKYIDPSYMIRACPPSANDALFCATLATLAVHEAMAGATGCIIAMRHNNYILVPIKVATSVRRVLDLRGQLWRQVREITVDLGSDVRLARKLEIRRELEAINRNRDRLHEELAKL
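PFK 1.25 nM, F6P 0.5 mM, ATP 0.1 mM, 0.1 M TEA pH 8.0, 5 mM MgCl2, 0.01% Tween20, 0.1% BSA; 45 min RT. ADP-Glo readout. qHTS titration up to 57 uM; curves fitted, compounds curve-classed.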
NPC1 promoter act = activators of NPC1 promoter | Huh7 NPC1 promoter luciferase reporter, 24 h | Potency, µM (top dose mostly 9.22 µM), for inactives: at the highest dose activation, most hits filed as activators | 320,000 compounds, 2.4% hits | AID 485313;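 note: potency is the fitted concentration of half-maximal effect; % of control where 0% means no effect; nearly all actives have a fitted effect of over 60% in size; reporter is driven by a mutant NPC1 promoter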
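Quantitative HTS used a cell-based reporter: Huh7 cells stably bearing the NPC1 promoter upstream of luciferase were treated with compounds for 24 h, and promoter activation was read as luminescence.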
uPA generation = cell surface uPA generation inhibition; Potency, µM (titrated, usually from 38.3 µM), inactives show at the highest dose activity change, negative = inhibition, most hits filed as inhibitors; cell surface uPA generation assay, qHTS; 330,000 compounds, 0.31% hits; active = well fitted inhibition curve with a large enough effect; inconclusive = small, poorly fitted or top-dose-only effect; inactive = no such curve, though single readings can be large or run the other way; tested in mouse RAW 264.7 cells; note: potency is the fitted concentration of half-maximal effect; % is set by controls: 0 for no effect and ±100 for the full control effect; nearly all actives have a fitted effect of over 55% in size
Rab9 promoter act = Rab9 promoter activation; Huh7 Rab9 promoter-luciferase reporter, luminescence, 24 h; Potency, µM (top dose mostly 9.22 µM), without a hit: at the top dose activation, negative = inhibition, usual class: activators; 320,000 compounds, 2.8% hits; note: potency is the fitted concentration of half-maximal effect; % of control where 0% means no effect; nearly all actives have a fitted effect of over 60% in size
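Using Huh7 cells stably transfected with Rab9 promoter–luciferase, compounds were incubated 24 h at 37 °C, 5% CO2; luciferase luminescence was read 10 min after reagent addition.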
KCNH2 3.1 block = blocks the human KCNH2 3.1 channel isoform. 340,000 compounds, 0.95% hits. AID 720553. activity change, % (tested at about 1.8 µM). U2OS KCNH2 3.1, thallium flux FluxOr; stronger effect = lower value;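 active = maximum activity change below -70%; inconclusive = maximum activity change from -70% to -50%; inactive = maximum activity change above -50%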;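 note: thallium influx rate constant from kinetic fluorescence after stimulation buffer; % is set by controls: 0 for no effect and ±100 for the full control effect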
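Channel expression came from 3.1 mutant virus (1.77 x 10^8 /mL) applied to suspended U2OS cells for 4 h. Flux was tracked with FluxOr dye plus Red40 quencher, and kinetic rate constants normalized to controls.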
The depositor's hits bear a star; ? = inconclusive; nt = no result given; & = joins results of further samples; [ ] = remark or other dose. Unless noted, calls come from the whole dose curve; as a rule, active = well fitted curve in the direction sought with a large enough effect; inconclusive = small, poorly fitted or top-dose-only effect, or another doubt; inactive = no such curve, though single readings can be large; an effect the other way counts as inactive or inconclusive.

SMILES	Coupling enz	ELG1 genotoxic	Giardia killer	FLuc modulator	VP16 counter	RORg inh	Tb PFK block	NPC1 promoter act	uPA generation	Rab9 promoter act	KCNH2 3.1 block
NC(=O)c1ccccc1OCCOCCOCCOc1ccccc1C(N)=O	0	-1%	7	-1%	3%	-11%	-8%	-1%	nt	-3%	-9
Cn1c(=O)[nH]c(=O)c2c1nc(NCCCn1ccnc1)n2Cc1cccc(Br)c1	2	?	7	5%	6%	21%	-6%	0%	-1%	-1%	5
N=C1/C(=C\c2ccc(Br)o2)C(=O)N=C2SC(CC(=O)N3CCCCC3)=NN12	14	-2%	-5	-16%	4%	-11%	-20%	-6%	1%	4%	10
CN(Cc1ccccc1)S(=O)(=O)c1ccc2c(c1)CCC(=O)N2	8	-7%	-19	1%	-4%	24%	4%	2%	5%	2%	2
O=C(CSCc1c(F)cccc1Cl)NCc1ccco1	-2	?	3	1%	9%[0.365 µM]	?	-3%	-4%	-11%	1%	-4
Cc1ccc(NC(=O)Nc2ccc3c(c2)nc(C)n3C)cc1	1	?	-5	3µM*	-24%	-30%	-4%	1.4µM*	-16%	0.5µM*	nt
Cc1ccc(C(=O)Nc2ccccc2NC(=O)c2ccc(C)o2)o1	-1	0%	0	4%	11%	39%	-5%	2%	-6%	-6%	nt
O=C(CCc1c[nH]c2ccccc12)OCc1ccc(Br)cc1	nt	-10%	-22	-15%	17%	34%	-1%	-2%	-1%	6%	-3
COc1ccc2cc(C3CC(c4ccco4)=NN3S(C)(=O)=O)c(Cl)nc2c1 (stereo not given)	4	0%	-1	-14%	0%	29%	-7%	-8%	-2%	2%	-2
CCOC(=O)c1c(-c2ccc(C)cc2)csc1/N=C/N(C)C	0	0%	3	3%	6%	11%	-3%	-3%	-9%	1%	8
CCC(=O)N1CCc2cc(OC)c(OC)cc2C1COc1ccc(F)cc1 (stereo not given)	0	-1%	22	-2%	-5%	-7%	2%	0%	-8%	-11%	-3
CC(C)(C)n1nc2c(c1NC(=O)c1cc(Cl)ccc1[N+](=O)[O-])CS(=O)(=O)C2	-4	-1%	22	2%	-4%	-12%	-1%	-2%	-17%	3%	-11
O=C(Oc1cc(-c2ccccc2)no1)c1cccc(C(F)(F)F)c1	-4	3%	-9	?	-15%	4%	-2%	5%	5%	-5%	35
CCOc1ccc(-n2c(=O)c3c4c(sc3n(CC(=O)NCC3CCCO3)c2=O)CCCC4)cc1 (stereo not given)	-1	1%	-14	2%	2%	1%	3%	-3%	-5%	-2%	4
CCOC(=O)c1sc(NC(=O)CSc2nc(-c3ccco3)cc(C(F)(F)F)n2)c(C#N)c1C	2	-1%	-8	-2%	1%	-23%	0%	-3%	9%	-5%	11
Cc1nc(NC2=NCN(C3CCCCC3C)CN2)nc2ccccc12 (stereo not given)	0	-1%	nt	6%	1%	3%	-1%	-4%	nt	-1%	nt
CC(C)NC(=S)N1CCN(C(c2ccccc2)c2ccccc2)CC1	-4	-4%	-8	6%	?	?	0%	-4%	1%	11%	3
CS(=O)(=O)N(CC(=O)NCCSC1CCCCC1)c1ccc2c(c1)OCO2	5	-1%	16	-10%[2.3 µM]	-1%	19%	16%	1%	-2%	2%	18
CCOC(=O)c1cnn(-c2cc(C)cc(C)c2)c1N	-2	6%	-14	-4%	4%	22%	-1%	-5%	-2%	11%	9
CN(C)S(=O)(=O)c1ccc(C(=O)NCC(c2cccs2)N2CCOCC2)cc1 (stereo not given)	nt	-15%	-7	3%	nt	nt	0%	16%	3%	-24%	8
Nn1c(SCC(=O)NC2CCCCC2)nnc1-c1ccccc1	4	1%	-22	2%	-8%	0%	-2%	2%	2%	0%	5
Cc1ccc(C(=O)OCC(=O)N2CC(C)OC(C)C2)cc1 (stereo not given)	0	5%	-10	2%	7%	9%	0%	1%	-2%	11%	9
O=C(Cn1nc(-c2ccccc2)c2ccccc2c1=O)NN1CCOCC1	-1	1%	-24	1%	3%	10%	-6%	-26%	2%	-4%	11
CCSc1nc(N2CCCCC2)c2c(c1C#N)CCCC2	7	1%	-11	6%	-2%	-3%	-3%	-2%	6%	3%	11
COC(=O)c1ccc(/C=C2/SC(=S)N(CCCC(=O)Nc3ccccn3)C2=O)cc1	2	1%	4	?	1.8µM*	1.1µM*	3%	-11%	-6%	-10%	9
CC(C)(C)N(Cc1ccccc1)C(=O)COC(=O)Cn1cnc2ccccc2c1=O	2	-4%	9	-1%	0%	38%	0%	-7%	-7%	-2%	-2
CCn1cc(CN2CCC(Oc3ccc(C(=O)N4CCCCC4)cc3)CC2)cn1	nt	-2%	5	1%	0%	-19%	4%	8%	-1%	-2%	nt
Cn1cc(Br)c(C(=O)Nc2c(F)c(F)c(F)c(F)c2F)n1	0	0%	15	0%	-9%	10%	-1%	-2%	-7%	1%	27
Cc1ccc(-n2c(C)nc3oc4ccccc4c(=O)c3c2=O)cc1	4	?	10	?	-5%	-6%	-23%	21%	-2%	15%	10
CN(CC(=O)NC(=O)NCc1ccccc1)Cc1ccc(Cl)cc1	0	-2%	7	0%	-18%	-8%	1%	-3%	-5%	0%	0
Cc1nc2cc(NC(=O)CCS(=O)(=O)c3ccccc3)ccc2s1	-2	?	14	9.5µM*	?	16µM*	-2%	2µM*	-29%	1.4µM*	-10
O=C(Nc1ccc(N2CCCC2)cc1)c1cccc(F)c1	-4	0.37µM*	0	1.3µM*	-7%	2%	0%	0.35µM*	-4%	0.32µM*	-7
COc1cccc(NC(=O)c2csc3c2CCCC3)c1	-12	?	-6	9.5µM*	-1%[10 µM]	15%	-2%	?	3%	?	-8
CCc1cc2c3c([nH]c2cc1S(=O)(=O)NCCCOC)CC(C)(C)CC3=O	-1	-2%	10	?	-6%	36%	1%	-1%	6%	6%	19
Cc1ccc(C(=O)O)cc1NC(=O)c1cccs1	-2	1%	5	-4%	-4%	?	10%	0%	nt	1%	-6
CNC(=O)c1nc[nH]c1C(=O)NC	0	nt	-18	3%	5%	-26%	nt	nt	-4%	nt	-8
Cc1cc(C(F)(F)F)nn1CC(=O)NNC(=S)NCC(C)C	1	3%	-10	3%	-20%	7.1µM*	-2%	1%	nt	5%	3
COc1ccc(OC)c(NC(=O)CSc2ccc(-c3ccco3)nn2)c1	nt	-1%	-2	?	-1%	2%	-21%	-1%	1%	2%	-1
O=C(NCC1CCCO1)c1ccc2c(c1)N(Cc1ccccc1)CCS2 (stereo not given)	nt	-8%	6	2%	6%	13%	-2%	28%	8%	-2%	-2
CCC(=O)Nc1sc2c(c1C(N)=O)CCC2	1	-4%	-21	0%	6%	?	-1%	1%	nt	11%	-7
Cc1cc2nnc(SCC(=O)NCc3cccs3)n2c(N)n1	2	0%	-11	1%	5%	7%	0%	5%	nt	10%	2
O=S(=O)(c1cccc2nsnc12)N1CCN(c2ccccc2F)CC1	1	-5%	-14	0%	-1%	3%	-4%	-4%	3%	-8%	-4
C(CNC1C2CC3CC(C2)CC1C3)CN1CCOCC1 (stereo not given)	1	0%	-6	-1%	2%	-1%	0%	1%	-13%	1%	11
O=C(COC(=O)c1ccc(F)c(S(=O)(=O)N2CCOCC2)c1)NC1CC1	nt	4%	20	-1%	nt	nt	0%	-10%	16%	9%	-18
Cc1c(NC(=O)CSc2ncccn2)c(=O)n(-c2ccccc2)n1C	1	-7%	8	0%	-4%	5%	-4%	-1%	6%	16%	-13
O=C(COC(=O)Cc1ccccc1F)Nc1cccc(F)c1	2	4%	-21	?	4%	-12%	-11%	-2%	9%	5%	-1
CCN(CC)C(=O)COc1ccc2c3c(c(=O)oc2c1C)CCCC3	5	0%	-19	-2%	nt	nt	0%	0%	1%	-4%	-22
Cc1cccc(NC(=S)Nc2ccc3cn[nH]c3c2)c1	5	0%	6	-10%	-8%	-21%	3%	0%	3%	1%	-23
Cc1ccc2c3c1C1(C(=O)N3C(C)(C)CC2C)C(C#N)=C(N)Oc2cc(O)ccc21 (stereo not given)	0	-1%	10	-1%	-11%	1%	-3%	-2%	-2%	-1%	-31
COc1cccc(C(Nc2ccccn2)c2c(NC(=O)c3ccco3)sc(C)c2C)c1 (stereo not given)	0	-2%	6	-2%	14%	?	1%	-1%	4%	-4%	-17
N=C(N)c1ccccc1	-4	-7%	1&9	0%	14%	0%	1%	2%[46.1 µM]	0%&-3%	7%[46.1 µM]	3&4
CC(C)(C)c1ccc(NC(=S)NCCc2ccccn2)cc1	1	2%	5	-15%	?	0.5µM*	-1%	12%	-5%	2%	-6
Cc1cccc(NC(=O)c2ccc(-n3cncn3)c([N+](=O)[O-])c2)c1	nt	3%	2	-3%	nt	nt	-1%	-1%	-3%	3%	-2

Screening results (PubChem)
